# Screening data: PubChem BioAssay, National Center for Advancing Translational Sciences (NCATS)
# PKM2 activator – activators of human pyruvate kinase M2; purified PKM2, Kinase-Glo ATP luminescence, activation; response scale: 0% is enzyme alone, no compound; Potency, µM (doses to about 57.5 µM), inactives show at the top dose activation, hits mostly activators; actives 0.34% (n = 260,000); AID 1631; further: potency means the concentration at half of the fitted maximal effect; on the % scale 0 is the no-effect control and ±100 the full control effect; nearly all actives have a fitted effect of over 55% in size
#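 Purified hPK-M2 (>95%) run at intermediate activity with 0.1 mM ADP and 0.5 mM PEP in 50 mM imidazole pH 7.2, KCl, MgCl2; 1 h room temperature. ATP formed read by Kinase-Glo luminescence; normalized to uninhibited and no-enzyme controls.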
# Mito fusion yeast – blocks mitochondrial division or promotes mitochondrial fusion; S. cerevisiae fusion-defective mutant growth rescue, CellTiterGlo 48 h; Potency, µM (highest dose often 46.1 µM), for the others: top-dose growth rescue (activation), hits mostly activators; actives 0.23% (n = 320,000); AID 485298;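 further: potency means the concentration at half of the fitted maximal effect; % of control where 0% means no effect; nearly all actives have a fitted effect of over 45% in size; temperature-sensitive fusion mutants such as fzo1-1 at 37 °C on non-fermentable ethanol glycerol medium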
#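 Compounds are tested for their ability to restore growth of mitochondrial fusion-defective yeast strains at non-permissive 37C in YPEG medium over 48 hours. Viability is quantified by luciferase luminescence.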
# TSHR antag – blocks TSH signaling through the human TSH receptor | TSHR-expressing cells, TSH-stimulated cAMP HTRF, 2 h; hits give low values | activity change, negative = inhibition, % at 11.5 µM | actives 0.2% (n = 330,000) | AID 504810;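 active means activity change below a set negative limit, meaning inhibition stronger than a set level, cut at about -70% in these data; inconclusive means activity change between two set negative limits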; further: on the % scale 0 is the no-effect control and ±100 the full control effect
#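 Cell-based HTRF cAMP assay; TSHR cells + compound, TSH EC80 (4nM final), 2 h, 37 deg C. Lysis with anti-cAMP cryptate and cAMP-d2, 30 min RT, read 665/620 nm.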
# S-ASM inh – blocks human secretory acid sphingomyelinase; Potency, µM (titrated, usually from 57.5 µM), for inactives: at the top dose activity change, negative = inhibition, most hits filed as inhibitors; AID 504937; P17405; placental ASM, HMU-PC fluorogenic substrate, 60 min; actives 0.006% (n = 340,000); further: potency means the concentration at half of the fitted maximal effect
#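 Human placenta-derived ASM preincubated with compound 10 min at room temperature, then reacted with 9 uM (final) fluorogenic HMU-PC substrate for 60 min at 37 C. Stop solution raises pH to 10; fluorescence read at Ex 386/Em 447 nm.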
# GALK inhibitor – galactokinase (human) inhibition; P51570; Purified GALK, Kinase-Glo residual ATP luminescence; Potency, µM (doses to about 57.5 µM), inactives show top-dose activity change, negative = inhibition, hits mostly inhibitors; actives 0.007% (n = 270,000); AID 1868; further: potency means the concentration at half of the fitted maximal effect; on the % scale 0 is the no-effect control and ±100 the full control effect
# Target sequence (P51570 whole entry, looked up): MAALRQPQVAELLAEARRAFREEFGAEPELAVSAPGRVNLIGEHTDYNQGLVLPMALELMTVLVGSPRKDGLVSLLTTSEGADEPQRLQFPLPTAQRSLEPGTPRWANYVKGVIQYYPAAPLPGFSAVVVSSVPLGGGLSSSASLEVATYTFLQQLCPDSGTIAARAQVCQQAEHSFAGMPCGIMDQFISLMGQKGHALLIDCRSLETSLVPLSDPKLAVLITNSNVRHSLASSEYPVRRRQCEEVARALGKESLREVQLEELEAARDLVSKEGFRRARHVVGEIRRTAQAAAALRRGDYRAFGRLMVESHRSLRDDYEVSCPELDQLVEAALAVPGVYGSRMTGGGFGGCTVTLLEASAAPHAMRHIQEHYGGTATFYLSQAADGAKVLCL
#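 Kinase-Glo Plus luminescence measured ATP left after a 1 h room-temperature reaction. The reaction used 5 nM GALK, 100 uM galactose and 35 uM ATP at pH 8.0 (20 mM HEPES, 5 mM MgCl2, 60 mM NaCl, 1 mM DTT, 0.01% BSA).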
# MBNL1-CUG inh – MBNL1-poly(CUG) RNA binding inhibition; TR-FRET MBNL1-His/biotin-(CUG)12 binding, 665/545 ratio; Potency, µM (series often up to 57.5 µM), for the others: top-dose activity change, negative = inhibition, most hits filed as inhibitors; actives 0.036% (n = 280,000); active means well fitted inhibition curve with a large enough effect in the signal ratio, with a control signal flat, not every such curve was filed as active; inconclusive means small, poorly fitted or top-dose-only effect, or effect the other way, or a change in a side signal; inactive means no such curve, though single readings can be large or run the other way; the % refers to the signal ratio; further: potency means the concentration at half of the fitted maximal effect; on the % scale 0 is the no-effect control and ±100 the full control effect
# Target sequence (Q9NR56 whole entry, looked up): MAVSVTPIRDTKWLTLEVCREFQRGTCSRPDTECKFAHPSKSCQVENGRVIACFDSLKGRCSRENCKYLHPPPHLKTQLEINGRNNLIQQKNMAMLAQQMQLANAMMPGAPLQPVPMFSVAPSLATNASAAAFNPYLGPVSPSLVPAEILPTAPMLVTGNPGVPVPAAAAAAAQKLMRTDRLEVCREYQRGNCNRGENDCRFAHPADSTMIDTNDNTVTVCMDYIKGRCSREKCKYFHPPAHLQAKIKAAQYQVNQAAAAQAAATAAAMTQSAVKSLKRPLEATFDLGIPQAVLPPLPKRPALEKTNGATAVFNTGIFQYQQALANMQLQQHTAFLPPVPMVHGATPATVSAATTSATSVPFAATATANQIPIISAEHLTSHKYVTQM
#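 MBNL1-His + Biotin-(CUG)12, cpd titration 92 nM–58 uM; Tb anti-His Ab 0.055 ng/ul, SA-XL665 5 nM (final); 60 min RT; ratiometric 665/545 nm, Ex 340 nm; normalized to buffer and full-complex controls.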
# KCNH2 WT inh – KCNH2 (human, wildtype) channel inhibition | actives 0.37% (n = 340,000) | activity change, % at 1.84 µM | U2OS, BacMam KCNH2, thallium flux FluxOr; hits give low values | AID 720551 | Q12809;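 active means maximum activity change below -70%; inconclusive means maximum activity change between -70% and -50%; inactive means maximum activity change above -50%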; further: on the % scale 0 is the no-effect control and ±100 the full control effect
#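 U2OS cells were transduced with wild-type KCNH2 virus (2.03 x 10^8 / mL) for 4 h at room temperature, then cultured overnight at 37 C. Thallium flux was read with FluxOr dye. Rate constants were normalized to DMSO controls.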
# Menin MLL FP TR – displaces Texas Red mutant MLL peptide from human menin; O00255; Menin + Texas Red MLL mutant peptide, fluorescence polarization; Potency, µM (series often up to 61.6 µM), for the others: at the highest dose FP activity change, negative = inhibition, hits mostly inhibitors; actives 0.23% (n = 270,000); AID 1768; active means well fitted inhibition curve with a large enough effect in the polarisation, with a control signal flat, not every such curve was filed as active; inconclusive means small, poorly fitted or top-dose-only effect, or effect the other way, or a change in a side signal; inactive means no such curve, though single readings can be large or run the other way; the % refers to the polarisation; further: potency means the concentration at half of the fitted maximal effect; % of control where 0% means no effect; many of its hits are not listed in these tables
# BCR signal inh – blocks chronic active B-cell receptor signaling; Potency, µM (titrated, usually from 46.1 µM), for inactives: top-dose ratio change, negative = lower green/red ratio, most hits filed as inhibitors; AID 493014; actives 0.05% (n = 340,000); ABC-DLBCL IkBa-CBG/CBR reporter, luminescence ratio, 4 h; active means well fitted inhibition curve with a large enough effect in the signal ratio, with a control signal flat, not every such curve was filed as active; inconclusive means small, poorly fitted or top-dose-only effect, or effect the other way, or a change in a side signal; the % refers to the signal ratio;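 further: potency means the concentration at half of the fitted maximal effect; plate controls were basal doxycycline-induced cells for no effect and cells given 10 µM MG132 for full effect; MG132 reads +100%, hits lower the ratio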
#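 Cell line TMD8 (human ABC DLBCL), stably expressing tet-inducible CBG68-IkBa fusion and CBR; IMDM/0.5% FBS; cpd up to 46 uM; dox induction, 4 h, 37C/5% CO2; dual luminescence; green/red ratio; MG132 control.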
# USP2a block – blocks human ubiquitin-specific protease USP2a. actives 0.01% (n = 330,000). Potency, µM (titrated, usually from 38.3 µM), for the others: at the top dose activity change, negative = inhibition, usual class: inhibitors. USP2 core, Ub-CHOP2 coupled fluorogenic reporter, 485/531;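 further: potency means the concentration at half of the fitted maximal effect; plate controls were DMSO wells for no effect and full inhibition by NEM control for full effect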
#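 USP2 core (10nM final) preincubated 30min RT with compound in 20mM Tris-HCl pH 8.0, 2mM CaCl2, 2mM beta-mercaptoethanol, 0.05% CHAPS; 25nM Ub-CHOP2 plus 25nM reporter substrate added, fluorescence (Ex485/Em531) read after 60min.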
# Eya2 phos inh – blocks the phosphatase activity of human Eya2; O00167; recombinant Eya2, OMFP fluorescence dephosphorylation (OMFP is methylfluorescein phosphate); Potency, µM (titrated, usually from 76.9 µM), for inactives: at the top dose activity, negative = inhibition, most hits filed as inhibitors; actives 0.006% (n = 330,000); further: potency means the concentration at half of the fitted maximal effect; on the % scale 0 is the no-effect control and ±100 the full control effect
#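 Eya2 protein (added as 0.2 uM solution) was preincubated with compound for 10 min at ambient temperature in 50 mM HEPES pH 7.5, 50 mM NaCl, 5 uM MgCl2, 0.05% BSA, 1 mM DTT. OMFP (added at 50 uM) then reacted 10 min; fluorescence read at 485/525 nm.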
# * marks the source's active call; other numbers are inactive results; ? = inconclusive; · = not tested or not shown; [ ] = another dose, or the depositor's remark. Unless noted, the call rests on the fitted dose curve; in most records, active means well fitted curve in the direction sought with a large enough effect; inconclusive means small, poorly fitted or top-dose-only effect, or another doubt; inactive means no such curve, though single readings can be large; an effect the other way counts as inactive or inconclusive. An excerpt; rates above refer to the full screens.
SMILES,PKM2 activator,Mito fusion yeast,TSHR antag,S-ASM inh,GALK inhibitor,MBNL1-CUG inh,KCNH2 WT inh,Menin MLL FP TR,BCR signal inh,USP2a block,Eya2 phos inh
CCN(CC)CCCNC(=O)C1c2ccccc2C(=O)N(CCOC)C1c1ccc(F)cc1 (configuration not stated),·,-10%,0,-2%,2%,-8%,3,3%,-4%,2%,?
CCCCNC(=O)COC(=O)CCC(=O)c1ccc(Cl)cc1,2%,4%,-9,0%,-6%,·,0,?,2%,-1%,-15%
CC(Oc1ccc(Cl)cc1Cl)c1ccn[nH]1 (configuration not stated),-5%,5%,-3,-2%,-1%,-1%,3,6%,-4%,0%,-6%
Cc1ccc(/C([O-])=C(/C(=S)NCc2ccc3c(c2)OCO3)[n+]2ccc(N(C)C)cc2)c(C)c1,-2%,-6%,1,-4%,-1%,1%,-1,-25%,-9%,-2%,13%
COc1ccc2c(c1)C(c1ccc(N3CCOCC3)cc1)=NNC(c1cccnc1)=N2,7%,-2%,0,-4%,0%,·,-1,-18%,-4%,0%,5%
CCCCCCCNC(=O)c1cc(-c2ccncc2)nc2ccccc12,·,4%,-8,-3%,0%,11%,-11,-25%,7%,2%,-1%
O=C(Nc1ccccc1Cl)N1CCN(c2ncccn2)CC1,0%,1%,-2,-3%,-2%,-3%,-4,-18%,?,0%,5%
COc1ccccc1NC(=O)c1cccc(S(=O)(=O)N2CCN(Cc3ccccc3)CC2)c1,·,6%,·,5%,·,·,-2,·,?,-3%,-7%
CNC(CC(=O)c1ccc([N+](=O)[O-])cc1)C(Cl)(Cl)Cl (configuration not stated),0%,2%,9,-2%,2%,?,3,3%,-1%,-7%,-6%
O=C(CNC(=O)c1cccnc1)N/N=C/c1cccnc1,·,6%,-1,4%,-1%,10%,-6,14%,-1%,8%,-2%

# A few values from above:
# CNC(CC(=O)c1ccc([N+](=O)[O-])cc1)C(Cl)(Cl)Cl (configuration not stated) in USP2a block shows -7%
# CCCCNC(=O)COC(=O)CCC(=O)c1ccc(Cl)cc1 in TSHR antag shows -9
# Cc1ccc(/C([O-])=C(/C(=S)NCc2ccc3c(c2)OCO3)[n+]2ccc(N(C)C)cc2)c(C)c1 in KCNH2 WT inh shows -1
# CCCCCCCNC(=O)c1cc(-c2ccncc2)nc2ccccc12 in Menin MLL FP TR shows -25%
# O=C(CNC(=O)c1cccnc1)N/N=C/c1cccnc1 in Eya2 phos inh shows -2%
# CC(Oc1ccc(Cl)cc1Cl)c1ccn[nH]1 (configuration not stated) in Eya2 phos inh shows -6%

# Of the compounds above, these contain an aryl methoxy group:
SMILES,PKM2 activator,Mito fusion yeast,TSHR antag,S-ASM inh,GALK inhibitor,MBNL1-CUG inh,KCNH2 WT inh,Menin MLL FP TR,BCR signal inh,USP2a block,Eya2 phos inh
COc1ccc2c(c1)C(c1ccc(N3CCOCC3)cc1)=NNC(c1cccnc1)=N2,7%,-2%,0,-4%,0%,·,-1,-18%,-4%,0%,5%
COc1ccccc1NC(=O)c1cccc(S(=O)(=O)N2CCN(Cc3ccccc3)CC2)c1,·,6%,·,5%,·,·,-2,·,?,-3%,-7%

# The list goes on.
SMILES,PKM2 activator,Mito fusion yeast,TSHR antag,S-ASM inh,GALK inhibitor,MBNL1-CUG inh,KCNH2 WT inh,Menin MLL FP TR,BCR signal inh,USP2a block,Eya2 phos inh
CS(=O)(=O)c1ccccc1C(=O)Nc1ccc(S(=O)(=O)N2CCCC2)cc1,·,·,-1,-1%,·,·,2,·,2%,2%,-2%
Cc1ccc(C)c(N2CCN(CC3CC=CCC3)CC2)c1 (configuration not stated),2%,2%,-4,2%,1%,-7%,9,-9%,0%,6%,-24%
NNC(=O)c1csc(-c2ccccc2)n1,7%,0%,22,-2%,0%,-3%,3,·,-2%,1%,-37%
CCOC(=O)c1ccc(NC(=O)NC2CC3CCC(C2)N3Cc2nnnn2C(C)(C)C)cc1 (configuration not stated),8%,0%,-1,-3%,5%,-6%,-2,4%,-1%,4%,-2%
Cn1c(=O)c([N+](=O)[O-])c(NCC2CCCO2)c2ccccc21 (configuration not stated),4%,5%,3,1%,-1%,?,0,·,-8%,0%,10%
Cc1ccnc(N2C(=O)c3ccccc3C2Nc2ccccc2Cl)c1 (configuration not stated),0%,9%,-10,-1%,0%,-6%,-21,-2%,4%,3%,-11%
O=C(O)C(c1ccccc1)N1C(=O)/C(=C\c2ccc(-c3ccccc3Cl)o2)SC1=S (configuration not stated),·,3%,16,-25%,-2%,6%,9,42%[activator],?,?,22%
O=C(NCCCCc1ccccc1)c1cccc([N+](=O)[O-])c1,-4%,13%,-14,1%,6%,?,-13,-1%,2%,-1%,0%
Cc1ccc(S(=O)(=O)N(CC(=O)Nc2cccc(C(F)(F)F)c2)C(=O)N2CCN(C)CC2)cc1,·,4%,4,1%,·,·,7,·,0%,-2%,-15%
O=C(c1ccccc1)C(C(=O)N1CCc2ccccc2C1)n1ccccc1=O (configuration not stated),0%,2%,17,-1%,-1%,-4%,20,7%,3%,3%,0%
CC(=O)N=c1sccn1CC(O)c1ccc(Br)cc1 (configuration not stated),-2%,8%,-1,3%,-1%,-2%,0,-2%,-11%,-1%,-3%
C=CCOc1cccc(C2C(C(=O)c3ccco3)=C(O)C(=O)N2Cc2ccco2)c1 (configuration not stated),·,5%,-3,-2%,4%,22%,11,9%,-1%,-1%,8%
CNC(=O)C(C#N)(Cc1cc(C(C)=O)ccc1OC)Cc1cc(C(C)=O)ccc1OC,·,6%,9,7%,6%,-1%,-12,·,?,5%,-7%
CCCCN(C(=O)CNC(=O)c1cccs1)C(C(=O)NC1CCCC1)c1ccncc1 (configuration not stated),7%,9%,-41,3%,1%,-1%,0,?,?,8%,-12%
COc1ccc(C)cc1NC(=O)Cn1c(=O)oc2ccccc21,·,12%,13,1%,4%,-23%,-4,-3%,-1%,9%,4%
Cc1cc(C)n(S(=O)(=O)c2ccccc2[N+](=O)[O-])n1,3%,1%,17,0%,4%,?,2,-2%,-3%,3%,-16%
Cc1ccc2c(c1)N(CCCC(=O)NCc1ccc3c(c1)OCO3)C(=O)CO2,-14%,-1%,9,6%,·,-20%,3,1%,-6%,0%,7%
COc1cc(SC)ccc1C(=O)Nc1ccc(Br)cn1,-12%,6%,-12,-1%,0%,·,-2,·,?,0%,-28%
O=C(COC(=O)/C=C/c1ccccc1[N+](=O)[O-])Nc1ccc2[nH]c(=O)[nH]c2c1,·,·,1,-1%,·,·,0,·,1%,-1%,-1%
CCCCNC(=O)Nc1nnc(SCC(=O)OCC)s1,-3%,-5%,0,-4%,0%,-5%,-7,0%,1%,2%,11%
COC(=O)/C=C1\SC(=Nc2ccc(Cl)c(Cl)c2)NC1=O,-2%,-7%,-18,-1%,-4%,-1%,-2,?,15%,0%,-2%
COc1ccc(C(C)=O)cc1CSc1nnc(C)n1-c1ccccc1,4%,-2%,-8,1%,1%,2%,-11,-7%,0%,2%,8%
COc1cc(N)ccc1NC(=O)c1cccs1,-14%,3%,13,0%,-2%,-2%,-3,2%,0%,-3%,1%
